# D1 antag – blocks dopamine activation of the human D1 receptor. P21728. HEK293 TREx D1 cells, calcium flux, dopamine EC80; hits give low values. activity change, negative = inhibition, % at 10 µM. 3.2% of 360,000 active. AID 504652; in the data active means activity change below about -30%; further: on the % scale 0 is the no-effect control and ±100 the full control effect
# Target sequence (P21728 whole entry, looked up): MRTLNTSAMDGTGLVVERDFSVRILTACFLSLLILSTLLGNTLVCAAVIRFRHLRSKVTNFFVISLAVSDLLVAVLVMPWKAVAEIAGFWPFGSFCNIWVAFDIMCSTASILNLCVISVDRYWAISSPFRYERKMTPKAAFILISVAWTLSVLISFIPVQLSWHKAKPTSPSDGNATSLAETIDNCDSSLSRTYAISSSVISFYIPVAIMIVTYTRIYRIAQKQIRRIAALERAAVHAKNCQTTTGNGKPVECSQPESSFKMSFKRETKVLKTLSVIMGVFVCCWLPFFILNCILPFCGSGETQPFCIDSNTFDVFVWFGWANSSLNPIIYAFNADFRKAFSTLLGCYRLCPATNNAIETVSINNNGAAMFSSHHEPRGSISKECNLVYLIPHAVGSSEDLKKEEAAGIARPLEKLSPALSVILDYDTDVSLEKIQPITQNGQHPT
#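 Antagonism measured as reduced calcium response to an EC80 dopamine addition following 180 s compound pre-read; cells were inducible HEK293 Trex D1 plated overnight at 30 C, read kinetically at 1 cycle/sec.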
# RXFP1 ag – activates the human relaxin receptor RXFP1 | HEK293T-RXFP1 cAMP TR-FRET, 30 min; response scale: percent of porcine relaxin response, buffer zero | Potency, µM (titrated, usually from 57.5 µM), for inactives: at the highest dose activation, usual class: activators | AID 2676 | 0.3% of 370,000 active; active means well fitted activation curve with a large enough effect; further: potency means the concentration at half of the fitted maximal effect; on the % scale 0 is the no-effect control and ±100 the full control effect; nearly all actives have a fitted effect of over 60% in size; many of its hits are not listed in these tables
#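 cAMP rise read by TR-FRET after 30 min, 37C compound exposure (up to 58 uM) in RXFP1-transfected HEK293 cells with Ro 20174 present. EC50 from Hill-equation fits, with 29 nM porcine relaxin as 100% and buffer as basal.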
# D2 PAM – D2 dopamine receptor (human) potentiation; P14416; HEK293 T-REx D2, calcium flux, EC20 dopamine potentiation; potentiation, % at 10 µM; 0.34% of 340,000 active; AID 485347;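 active means potentiation over 3 SD above the plate norm, cut at about 30% in these data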; further: 0% is about no effect
#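 Calcium flux readout, no-wash dye, 1 read/s. Inducible HEK293 Trex D2 line, overnight 30 C. Compound alone 180 s (agonist flags), then EC20 dopamine, another 180 s to score potentiation.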
# RXFP1 antag – blocks the human relaxin receptor RXFP1 | Q9HBX9 | HEK293-RXFP1, relaxin-stimulated cAMP HTRF, 30 min; hits give low values | activity change, negative = inhibition, % at 57.5 µM | 0.59% of 350,000 active | AID 1259400;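 active means activity change of -60% or lower, but not beyond a set lower limit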; further: on the % scale 0 is the no-effect control and ±100 the full control effect
# D2 antag – D2 dopamine receptor (human) antagonism. P14416. HEK293 TREx D2 cells, calcium flux, dopamine EC80. inhibition, % at 10 µM. AID 485344. 2% of 340,000 active; in the data active means inhibition above about 30%; further: 0% is about no effect
#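 Overnight-induced (tetracycline, 30 C) HEK293 T-REx cells carrying force-coupled D2 receive a no-wash calcium dye, then compound, then EC80 dopamine at 180 s; signals are read kinetically throughout.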
# D2 agonist – D2 dopamine receptor (human) agonism; P14416; 0.53% of 340,000 active; activation, % at 2 µM; HEK293 T-REx D2 cells, calcium flux agonist mode; AID 485358;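 active means activation over 3 SD above normal in the single-dose calcium agonist read, cut at about 30% in these data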; further: 0% is about no effect
#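 Calcium-flux readout, 1 cycle/sec over 180 s following compound pin transfer, in inducible HEK293 Trex D2 cells (force-coupled); dopamine controls included. Positive calcium responses during this window marked compounds as potential agonists.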
# D1 ag – activates the human D1 dopamine receptor; activation, % at 2 µM; HEK293 T-REx D1 cells, calcium flux, agonist mode; 1% of 360,000 active; P21728; in the data active means activation above about 30%; further: 0% is about no effect
#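 Inducible HEK293 T-REx D1 cells, force-coupled to calcium signalling, were plated at 4000 cells/well with tetracycline and held overnight at 30 C. After no-wash calcium dye loading, compound-evoked calcium rise over 180 s flagged agonists.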
# D1 PAM – potentiators of human D1 dopamine receptor; P21728; HEK293 TREx D1 cells, calcium flux, dopamine EC20 potentiation; potentiation, % at 10 µM; 0.036% of 360,000 active; AID 504651; in the data active means potentiation above about 30%; further: 0% is about no effect
# TRHR enhancer – allosteric enhancers of human TRH receptor | P34981 | 0.66% of 360,000 active | enhancement, % at 2 µM | TRHR cells, fluo-8 calcium fluorescence, EC20 TRH enhancement; in the data active means enhancement above about 30%; further: 0% is about no effect
# Target sequence (P34981 whole entry, looked up): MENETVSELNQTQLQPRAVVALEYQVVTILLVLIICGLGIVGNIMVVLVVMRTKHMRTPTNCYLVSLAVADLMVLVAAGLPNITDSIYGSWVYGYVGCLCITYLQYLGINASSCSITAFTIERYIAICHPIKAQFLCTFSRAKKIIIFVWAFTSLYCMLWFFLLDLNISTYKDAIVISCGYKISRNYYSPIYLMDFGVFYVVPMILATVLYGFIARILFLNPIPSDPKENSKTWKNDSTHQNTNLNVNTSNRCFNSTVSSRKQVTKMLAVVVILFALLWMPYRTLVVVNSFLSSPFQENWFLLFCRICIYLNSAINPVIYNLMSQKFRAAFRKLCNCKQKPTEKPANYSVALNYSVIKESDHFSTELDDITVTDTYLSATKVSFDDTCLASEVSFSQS
#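 Enhancer read-out: after compound pinning and an initial kinetic agonist-mode read, an EC20 of TRH (10 nM final) was injected and fluo-8 calcium signal (Ex 480/Em 530) followed at 1 s/cycle for 100 cycles in TRHR-expressing cells.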
# Starred values were filed as active, the others as inactive; . = no result given. These rows are one share of the data. The share of hits here may be higher or lower than overall.
SMILES,D1 antag,RXFP1 ag,D2 PAM,RXFP1 antag,D2 antag,D2 agonist,D1 ag,D1 PAM,TRHR enhancer
CCOC(=O)c1c(C)[nH]c(C)c1C(=O)CSc1nnc(-c2cc(OC)c(OC)c(OC)c2)o1,11,1.5%,-13,-15,9,-0.5,0,2,0
CCOc1ccccc1N1CCN(C(=S)Nc2ccc(S(N)(=O)=O)cc2)CC1,3,0.2%,-30,14,-18,-0.7,2,0,0
O=C(NNC(=O)c1cc(O)c(O)c(O)c1)NC1CCCCC1,-8,2.9%,3,0,13,1.0,1,-7,-5
COc1ccc(NC(=O)CSc2nc(-c3ccco3)cc(C(F)(F)F)n2)c(OC)c1,10,-1.0%,.,.,.,-0.2,-1,-2,12
CCCCCC/C=N/Nc1nnc(Cc2ccccc2)c(=O)[nH]1,0,0.8%,0,-8,-20,-1.2,2,-2,3
Nc1nonc1C(=O)N/N=C/c1cc2c(cc1Br)OCO2,5,0.7%,4,2,20,0.1,6,-7,-4
COc1ccc(N=C(C)C2=C(O)CSC2=O)cc1,-13,-1.8%,0,-8,6,-0.1,2,-5,1
CCCc1cc(=O)n2[nH]c(-c3ccc(C)cc3)nc2n1,-3,-3.9%,-8,-21,.,-0.2,1,0,-1
COc1cccc(-c2nc(=S)c3c(n2Cc2ccco2)CCCC3)c1,-15,6.2%,-7,-13,-3,-0.3,4,0,9
Cc1c(Cl)cccc1NC(=O)CCN1C(=O)NC(C)(C)C1=O,1,-0.9%,-4,15,5,0.2,1,-1,-6
CC(=O)c1ccc(NC(=O)Cn2cc(S(=O)(=O)Cc3ccccc3Cl)c3ccccc32)cc1,-8,-1.6%,-12,-4,.,1.7,1,2,-21
CC(=O)C1C(c2ccccc2)c2c(n[nH]c2C)CC1(C)O (stereo not drawn),-1,-0.6%,-3,-9,8,0.2,2,1,-7
CCOc1ncccc1C(=O)Nc1ccc(OC)c(S(=O)(=O)N2CCOCC2)c1,16,-0.7%,9,11,-3,0.5,1,-4,14
O=C(Nc1cccc(C(F)(F)F)c1)c1cc(-c2ccc(Cl)cc2)on1,-14,0.4%,-13,.,.,.,2,-2,22
C=C(C)CSc1nc2c(cc1C#N)CCC2,9,-0.4%,-3,-2,-10,-0.7,2,5,-5
COC(=O)c1ccc(C(=O)Nc2ccc(-c3nc4cc(NC(=O)c5ccc(C(=O)OC)cc5)ccc4o3)cc2)cc1,-17,1.8%,2,2,.,0.0,-1,-1,-9
Cc1nc2sc(C(c3ccco3)N3CCC(Cc4ccccc4)CC3)c(O)n2n1 (stereo not drawn),17,-0.8%,4,1,8,-0.4,1,3,-6
CNS(=O)(=O)c1cccc(C(=O)NNC(=O)CN(C)S(=O)(=O)c2ccc(Cl)cc2)c1,-2,1.2%,-11,-8,28,0.2,6,0,-6
Cc1ccc(N2C(=O)c3cccc4c(Oc5ccccc5[N+](=O)[O-])ccc(c34)C2=O)c(C)c1,4,-0.1%,7,-4,-7,1.0,2,-2,14
Cc1ccc(C(=O)/C=C/N(C)C)o1,5,-0.2%,-2,11,-10,0.6,2,-2,-5
Cc1c(Cl)cccc1Nc1nc(NCCO)c2ccccc2n1,6,6.4%,-10,-11,-12,0.3,5,-8,-5
COC(=O)c1ccc(NC(=O)C2CCCN(S(C)(=O)=O)C2)cc1 (stereo not drawn),-33*,0.3%,.,-26,.,.,2,-2,-5
CCC(C)NC(=O)c1ccc2c(c1)N(Cc1ccccc1)C(=O)CS2 (stereo not drawn),-9,-1.6%,10,1,0,0.0,5,-2,-3
Cc1cccc(N(CC(=O)N2CCc3ccccc3C2)S(C)(=O)=O)c1C,5,-4.0%,-8,-3,5,0.4,2,-5,17
COc1ccc(-c2oc3ncn4nc(-c5ccccc5OC)nc4c3c2-c2ccc(OC)cc2)cc1,-2,-0.2%,-15,5,.,.,2,-2,1

# 5 entries from above, as tab-separated lines.
SMILES	D1 antag	RXFP1 ag	D2 PAM	RXFP1 antag	D2 antag	D2 agonist	D1 ag	D1 PAM	TRHR enhancer
O=C(NNC(=O)c1cc(O)c(O)c(O)c1)NC1CCCCC1	-8	2.9%	3	0	13	1.0	1	-7	-5
COc1ccc(NC(=O)CSc2nc(-c3ccco3)cc(C(F)(F)F)n2)c(OC)c1	10	-1.0%	.	.	.	-0.2	-1	-2	12
CCCCCC/C=N/Nc1nnc(Cc2ccccc2)c(=O)[nH]1	0	0.8%	0	-8	-20	-1.2	2	-2	3
Nc1nonc1C(=O)N/N=C/c1cc2c(cc1Br)OCO2	5	0.7%	4	2	20	0.1	6	-7	-4
COc1ccc(N=C(C)C2=C(O)CSC2=O)cc1	-13	-1.8%	0	-8	6	-0.1	2	-5	1

# (list continues)
SMILES,D1 antag,RXFP1 ag,D2 PAM,RXFP1 antag,D2 antag,D2 agonist,D1 ag,D1 PAM,TRHR enhancer
O=C(Oc1cccc(-n2cnnn2)c1)c1sc2ccccc2c1Cl,12,7.8%,2,12,-9,0.1,2,0,16
CCCCC(CC(O)COCCC)c1n[nH]c(=S)n1-c1ccccc1 (stereo not drawn),-45*,0.6%,-5,-12,8,-0.6,5,-2,-3
Cn1ncc2c(NNC(=O)c3ccccc3Cl)ncnc21,7,5.6%,-2,25,4,1.1,0,-2,2
CCC1(C)CC(=O)N(c2ccc(F)c(Cl)c2)C(=O)C1,-6,2.8%,1,4,5,-1.0,15,-1,-7
CC(C)N(CCNC(=O)c1cn(C)c2ccc(S(=O)(=O)N(C)C)cc2c1=O)Cc1ccccc1,12,2.9%,9,-16,-11,-0.1,8,.,-1
CCOC(=O)Cc1cnc(NC(=O)CSc2nc(N)cc(N)n2)s1,-3,0.6%,2,-14,-2,1.2,3,-1,3
COc1ccccc1NS(=O)(=O)c1c(C)nc2sccn2c1=O,-12,0.7%,-1,.,-8,-1.0,1,-1,-2
Cc1ccc(CN(Cc2ccco2)C(=S)NCC(=O)O)cc1,2,0.2%,.,-1,.,.,3,-1,1
CC1CCN(c2nc3c(S(=O)(=O)c4ccc(Cl)cc4)nnn3c3ccsc23)CC1,9,8.5%,4,-14,.,-1.0,1,0,19
CC1(C(=O)NCc2cccnc2)CCC(=O)N1CCc1ccccc1 (stereo not drawn),-2,-0.3%,-2,.,10,-1.0,6,-3,-13
O=C(NCc1cccc(Cl)c1)c1oc(=O)c2ccccc2c1-c1ccccc1,8,1.7%,9,-3,.,0.3,0,0,-4
C/C(=N\NC(=O)c1ccccc1C)c1ccc(NC(=O)c2cccs2)cc1,-6,0.8%,-7,.,-7,0.1,1,-10,1
CC1CCN(c2nnc(N)s2)CC1,-15,-0.5%,2,13,-14,1.0,1,0,-2
CC(CCc1ccccc1)NC(=O)C1CCN(S(=O)(=O)c2cnc[nH]2)CC1 (stereo not drawn),-7,1.1%,-1,0,-11,0.2,1,-3,1
COc1ccc(-c2cc(C(=O)Nc3cccnc3)c3ccccc3n2)cc1OC,-5,4.0%,5,-2,0,-0.4,1,-6,7
O=C(NC(Cc1ccccc1)c1ccc2c(c1)OCCCO2)c1ccc(F)cc1 (stereo not drawn),-2,-0.2%,2,-31,5,0.3,9,-1,5
O=C1NCCCC1C(=O)N/N=C/c1ccccc1O (stereo not drawn),-8,0.1%,5,-6,-2,-0.3,1,-2,6
CCOCCn1c(CCCO)nc2ccccc21,4,0.4%,-4,1,3,-1.0,2,-1,-3
CN(Cc1ccccc1)C(=O)c1c[nH]c2ccc(S(=O)(=O)N3CCOCC3)cc2c1=O,-3,2.4%,-2,-1,-8,0.0,3,-2,2
COc1cccc(NC(=O)c2c(-c3ccc(C)cc3)nnc3ccccc23)c1,11,-0.5%,-4,-23,.,-0.3,2,-3,0
O=C(NCc1ccccn1)C(=O)Nc1nc(-c2ccccc2)cs1,0,1.9%,6,-2,2,-0.1,0,1,-7
COc1cc2cc(CCOC(=O)c3ccco3)oc(=O)c2cc1OC,.,0.4%,11,.,2,0.0,-2,-5,-3
CCN(CC)c1ccc(-c2nc(-c3ccncc3)no2)cc1[N+](=O)[O-],-2,-1.1%,2,.,.,.,9,-2,-4
Cc1nn(CC(=O)N2CCCc3ccccc32)c(C)c1[N+](=O)[O-],6,-2.1%,2,-12,-7,-0.5,1,0,0
CCOC(=O)c1c(C)[nH]c(C(=O)COC(=O)c2c(CC)noc2C)c1C,-9,1.8%,-4,11,7,-0.3,7,-4,-9

# A draw from above in order of count of non-hydrogen atoms, descending.
SMILES,D1 antag,RXFP1 ag,D2 PAM,RXFP1 antag,D2 antag,D2 agonist,D1 ag,D1 PAM,TRHR enhancer
CN(Cc1ccccc1)C(=O)c1c[nH]c2ccc(S(=O)(=O)N3CCOCC3)cc2c1=O,-3,2.4%,-2,-1,-8,0.0,3,-2,2
O=C(NCc1ccccn1)C(=O)Nc1nc(-c2ccccc2)cs1,0,1.9%,6,-2,2,-0.1,0,1,-7
Cn1ncc2c(NNC(=O)c3ccccc3Cl)ncnc21,7,5.6%,-2,25,4,1.1,0,-2,2

# Fetched by structure from the entries so far (4):
SMILES,D1 antag,RXFP1 ag,D2 PAM,RXFP1 antag,D2 antag,D2 agonist,D1 ag,D1 PAM,TRHR enhancer
CCOC(=O)c1c(C)[nH]c(C(=O)COC(=O)c2c(CC)noc2C)c1C,-9,1.8%,-4,11,7,-0.3,7,-4,-9
CCN(CC)c1ccc(-c2nc(-c3ccncc3)no2)cc1[N+](=O)[O-],-2,-1.1%,2,.,.,.,9,-2,-4
CC(C)N(CCNC(=O)c1cn(C)c2ccc(S(=O)(=O)N(C)C)cc2c1=O)Cc1ccccc1,12,2.9%,9,-16,-11,-0.1,8,.,-1
Cc1ccc(CN(Cc2ccco2)C(=S)NCC(=O)O)cc1,2,0.2%,.,-1,.,.,3,-1,1
